Screens from PubChem.
Giardia killer – kills Giardia lamblia | Giardia lamblia trophozoite viability | activity change, % at 7.66 µM, hits read low | 340,000 compounds, 0.15% hits; in the data active = activity change below about -80%; inconclusive = between about -30% and that limit;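 note: parasites exposed to compound for two days anaerobically before the ATP read; % is set by controls: 0 for no effect and ±100 for the full control effect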
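Giardia trophozoites, 100 cells per well, were exposed to compounds for 48 hrs at 37 deg C under anaerobic conditions; viability was then read as ATP content by bioluminescence after 15-30 min at room temperature.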
Coupling enz – counter-screen for Giardia aldolase inhibitors: coupling enzyme system. 290,000 compounds, 0.67% hits. activity change, negative = inhibition, % at 58.2 µM, hits read low. AID 2472. coupling enzyme system counterscreen, AmpLite Red fluorescence; in the data active = activity change below about -30%; note: % is set by controls: 0 for no effect and ±100 for the full control effect
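Fluorescence at 525 nm excitation and 598 nm emission measured inhibition of the coupled detection system without aldolase. Compounds (at 57.5 uM final) were preincubated 10 min at room temperature with coupling enzyme reagent before a 20 min substrate/AmpLite Red step.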
BCR signal inh – blocks chronic active B-cell receptor signaling; ABC-DLBCL IkBa-CBG/CBR reporter, luminescence ratio, 4 h; Potency, µM (titrated, usually from 46.1 µM), inactives show at the top dose ratio change, negative = lower green/red ratio, hits mostly inhibitors; 340,000 compounds, 0.05% hits; active = well fitted inhibition curve with a large enough effect in the signal ratio, with a control signal flat, not every such curve was filed as active; inconclusive = small, poorly fitted or top-dose-only effect, or effect the other way, or a change in a side signal; the % refers to the signal ratio;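 note: potency is the fitted concentration of half-maximal effect; plate controls were basal doxycycline-induced cells for no effect and cells given 10 µM MG132 for full effect; MG132 reads +100%, hits lower the ratio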
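Compounds up to 46 uM were incubated four hours with TMD8 cells whose green CBG68 luciferase is fused to IkappaBalpha; red CBR luminescence normalised the signal, and concentration-effect curves were fitted to fusion, red and ratio data.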
GALK inh – blocks human galactokinase activity; P51570; Purified GALK, Kinase-Glo residual ATP luminescence; Potency, µM (highest dose often 57.5 µM), for the others: at the top dose activity change, negative = inhibition, most hits filed as inhibitors; 270,000 compounds, 0.007% hits; AID 1868; note: potency is the fitted concentration of half-maximal effect; % is set by controls: 0 for no effect and ±100 for the full control effect
Target sequence (P51570 whole entry, looked up): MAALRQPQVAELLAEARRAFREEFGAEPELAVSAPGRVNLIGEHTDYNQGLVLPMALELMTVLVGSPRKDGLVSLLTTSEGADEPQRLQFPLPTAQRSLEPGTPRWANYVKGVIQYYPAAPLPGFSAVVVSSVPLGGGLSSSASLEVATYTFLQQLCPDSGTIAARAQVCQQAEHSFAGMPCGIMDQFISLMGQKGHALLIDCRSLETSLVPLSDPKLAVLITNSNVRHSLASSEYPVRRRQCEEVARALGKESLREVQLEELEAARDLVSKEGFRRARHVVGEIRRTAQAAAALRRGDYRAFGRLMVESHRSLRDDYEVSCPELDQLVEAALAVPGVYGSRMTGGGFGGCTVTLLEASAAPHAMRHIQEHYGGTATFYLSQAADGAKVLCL
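Quantitative HTS: GALK 5 nM, ATP 35 uM, galactose 100 uM, 1 h room temperature, then luciferase-based ATP detection.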
Tb PFK block – T. brucei PFK enzyme inhibition; Potency, µM (series often up to 57.5 µM), for inactives: at the highest dose activity, negative = inhibition, usual class: inhibitors; 330,000 compounds, 0.17% hits; T. brucei PFK, ADP-Glo luminescence; AID 485367; O15648;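 note: potency is the fitted concentration of half-maximal effect; 0% = uninhibited 1x PFK enzyme wells and -100% = no-enzyme wells; nearly all actives have a fitted effect of over 60% in size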
Target sequence (O15648 whole entry, looked up): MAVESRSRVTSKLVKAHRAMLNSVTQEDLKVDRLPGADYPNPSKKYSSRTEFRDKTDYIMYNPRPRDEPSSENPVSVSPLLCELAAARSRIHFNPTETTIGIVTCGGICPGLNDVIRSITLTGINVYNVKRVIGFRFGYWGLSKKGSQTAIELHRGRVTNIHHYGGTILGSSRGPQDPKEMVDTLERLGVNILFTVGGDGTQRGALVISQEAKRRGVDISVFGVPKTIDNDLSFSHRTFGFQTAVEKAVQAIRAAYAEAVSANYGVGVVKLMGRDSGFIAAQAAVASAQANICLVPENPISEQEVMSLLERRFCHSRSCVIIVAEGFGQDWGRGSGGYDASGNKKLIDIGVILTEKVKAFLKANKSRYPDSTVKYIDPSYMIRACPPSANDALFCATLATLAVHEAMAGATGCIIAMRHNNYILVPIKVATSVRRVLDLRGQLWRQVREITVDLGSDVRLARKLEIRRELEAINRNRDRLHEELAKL
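Activity is normalized to no-enzyme wells (full inhibition) and 1.25 nM enzyme wells (no inhibition). Reaction: 0.5 mM F6P, 0.1 mM ATP, 45 min RT, ADP-Glo luminescence; concentration-response curves fitted and classed by quality.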
TCR act – activates T cell receptor signaling; 330,000 tested, under 10 active; primary human leukocytes, anti-CD3, IL-2 HTRF, 48 h; Potency, µM (titrated, usually from 9.22 µM), for inactives: top-dose activation of IL-2 secretion, hits mostly activators; note: % of control where 0% means no effect
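Compounds are tested in HTS on primary human leukocytes co-incubated with a-CD3 beads for 48 hr. IL-2 output is measured by time-resolved FRET.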
CXXC DNA block – inhibitors of human MLL CXXC domain-DNA interaction | Q03164 | MLL-CXXC / FITC-HOXA9 DNA fluorescence polarization | Potency, µM (highest dose often 115 µM), without a hit: top-dose activity change, negative = inhibition, actives largely listed as inhibitors | 290,000 compounds, 0.037% hits | AID 2662; active = well fitted inhibition curve with a large enough effect in the polarisation, with a control signal flat, not every such curve was filed as active; inconclusive = small, poorly fitted or top-dose-only effect, or effect the other way, or a change in a side signal; inactive = no such curve, though single readings can be large or run the other way; the % refers to the polarisation; note: potency is the fitted concentration of half-maximal effect
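Purified MLL-CXXC (added from a 7 uM solution) was preincubated 5 min at ambient with pinned compounds in 50 mM Tris-HCl pH 7.5, 50 mM NaCl, 1 mM DTT, 0.05% BSA. Fluorescein-labeled HOX-A9 DNA (50 nM solution) followed, 30 min, then polarization read.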
A-T KAP1 phos – potential ataxia-telangiectasia treatment; Potency, µM (highest dose often 57.5 µM), inactives show top-dose activation, actives largely listed as activators; 320,000 compounds, 0.19% hits; […] A-T fibroblasts, KAP-1 phosphorylation AlphaLISA; neocarzinostatin DNA damage 30 min before lysis; note: potency is the fitted concentration of half-maximal effect; % of control where 0% means no effect; nearly all actives have a fitted effect of over 45% in size
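hTERT-immortalized A-T patient fibroblasts ([…]), 500 cells/well in OPTI-MEM, 1% FBS, got compounds for 60 min, then NCS for 30 min at 37C. Lysates were then assayed for phospho-KAP-1 by AlphaLISA (anti-pKAP1 donor, anti-KAP1 acceptor beads), 6 hr at 25C.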
TSHR antag – antagonists of human thyroid stimulating hormone receptor | P16473 | TSHR-expressing cells, TSH-stimulated cAMP HTRF, 2 h; active compounds read low | activity change, negative = inhibition, % at 11.5 µM | 330,000 compounds, 0.2% hits | AID 504810;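 active = activity change below a set negative limit, meaning inhibition stronger than a set level, cut at about -70% in these data; inconclusive = activity change between two set negative limits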; note: % is set by controls: 0 for no effect and ±100 for the full control effect
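Inhibition of cAMP made by TSHR-expressing cells under TSH stimulation (4nM final, EC80; 2 h, 37 deg C) is quantified with a one-step lysis HTRF kit, anti-cAMP cryptate versus cAMP-d2.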
hERG WT inh – inhibitors of human wildtype KCNH2 potassium channel; U2OS, BacMam KCNH2, thallium flux FluxOr; active compounds read low; activity change, % at 1.84 µM; 340,000 compounds, 0.37% hits; AID 720551;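 active = maximum activity change below -70%; inconclusive = maximum activity change between -70% and -50%; inactive = maximum activity change above -50%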; note: % is set by controls: 0 for no effect and ±100 for the full control effect
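U2OS cells transduced with wild-type KCNH2 virus are loaded with FluxOr dye for 45 min, and thallium flux is measured in kinetic reads before and after stimulation buffer. Rate constants are normalized to DMSO controls.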
* = called active by the depositor; ? = inconclusive; . = no result given; [ ] = another dose, or the depositor's remark. Unless noted, calls come from the whole dose curve; as a rule, active = well fitted curve in the direction sought with a large enough effect; inconclusive = small, poorly fitted or top-dose-only effect, or another doubt; inactive = no such curve, though single readings can be large; an effect the other way counts as inactive or inconclusive.

[1] CC(C)(C)NC(=O)C(c1ccccn1)N(C(=O)c1csnn1)C1CCCCC1 (stereo not drawn)
[2] Cc1nn(Cc2ccc(Cl)c(Cl)c2)c(C)c1NC(=O)c1cn(-c2ccccc2)nc1-c1ccccc1
[3] COc1ccc(NC(=O)COC(=O)CC2Sc3ccccc3NC2=O)cc1 (stereo not drawn)
[4] Cc1cc(NC(=O)c2ccc(F)cc2)n(-c2ccccc2)n1
[5] N#Cc1nc(-c2ccco2)oc1NCCCn1ccnc1
[6] N#C/C(=C\c1cn(Cc2ccc(C#N)cc2)c2ccccc12)C(=O)NCc1cccs1
[7] O=C(/C=C/c1cccc(F)c1)NCc1ccc2c(c1)OCO2
[8] COc1ccc(C(CNC(=O)c2ccc(NS(=O)(=O)c3ccccc3)cc2)N2CCOCC2)cc1 (stereo not drawn)
[9] COc1cc(OC)cc(C(=O)N[C@H](C(=O)NCc2ccc(F)cc2)C(C)C)c1
[10] CC1CN(c2nc(-c3ccccc3)nnc2-c2ccccc2)CC(C)O1 (stereo not drawn)

assay / compound	1	2	3	4	5	6	7	8	9	10
hERG WT inh	2	11	12	6	6	-26	-2	3	5	-1
TSHR antag	3	-3	-14	-3	4	0	-20	-2	2	-15
TCR act	8%	-10%	.	-10%	6%	-5%	5%	.	5%	3%
Tb PFK block	4%	-12%	8%	-6%	3%	0%	2%	-10%	-1%	-3%
BCR signal inh	11%	3%	9%	?	13%	0%	8%	-4%	2%	6%
Coupling enz	1	1	.	0	4	-1	-4	.	-1	4
GALK inh	11%	1%	.	8%	1%	0%	-3%	.	4%	-1%
CXXC DNA block	-17%	21%	.	9%	-4%	?	-5%	.	6%	-7%
Giardia killer	27	-2	-9	5	-15	7	5	0	6	7
A-T KAP1 phos	-1%	1%	4%	-1%	3%	5%	-1%	-5%	1%	-1%

Limited to A-T KAP1 phos, hERG WT inh and Tb PFK block, for some of the entries so far:
| No. | Compound | A-T KAP1 phos | hERG WT inh | Tb PFK block |
| --- | --- | --- | --- | --- |
| 3 | COc1ccc(NC(=O)COC(=O)CC2Sc3ccccc3NC2=O)cc1 (stereo not drawn) | 4% | 12 | 8% |
| 5 | N#Cc1nc(-c2ccco2)oc1NCCCn1ccnc1 | 3% | 6 | 3% |
| 2 | Cc1nn(Cc2ccc(Cl)c(Cl)c2)c(C)c1NC(=O)c1cn(-c2ccccc2)nc1-c1ccccc1 | 1% | 11 | -12% |

Later entries
[11] C=CCN=c1sc(C(=O)OC)cc(=O)n1CC=C
[12] COC(=O)c1cc(NC(=O)c2cc(C)oc2C)cc(C(=O)OC)c1
[13] CC(=O)Nc1cc(C(=O)N2CCCC2)ccc1S(=O)(=O)c1ccc(Cl)cc1
[14] COc1ccc(/C=N/NC(=O)Cn2ccnc2C)cc1OC
[15] CCn1nc(C)c(NC(=O)CCCSc2nc(-c3ccco3)cc(C(F)(F)F)n2)c1C
[16] O=C(O)C1CC(c2ccc(F)cc2)=NO1 (stereo not drawn)
[17] Cc1ccc(C(=O)OCC(=O)NC2CCCCC2)s1
[18] Cn1c(SCC(=O)N2CCCCCC2)nc2c(c1=O)SCC2
[19] CN1CCN(C(=O)c2c(NC(=O)c3ccco3)sc3c2CCC(C(C)(C)C)C3)CC1 (stereo not drawn)
[20] COc1ccccc1C/C(N)=N/OC(=O)COc1cccc2ccccc12

assay / compound	11	12	13	14	15	16	17	18	19	20
hERG WT inh	5	-193*	-20	1	4	-11	-5	12	-2	-12
TSHR antag	25	-16	-1	-3	-9	2	-5	-8	22	-34
TCR act	-2%	10%[46.1 µM]	2%	-3%	-8%	9%	1%	-3%	0%	3%
Tb PFK block	-3%	8%	2%	0%	-3%	?	-4%	-2%	1%	0%
BCR signal inh	?	7%	-1%	-3%	-3%	0%	-2%	?	0%	-3%
Coupling enz	0	0	0	2	1	2	-1	.	1	-13
GALK inh	-3%	-4%	1%	12%	-2%	2%	12%	-1%	4%	-1%
CXXC DNA block	14%	4%	-23%	6%	0%	4%	-1%	-8%	0%	2%
Giardia killer	7	-13	-1	14	10	18	-10	9	-4	-20
A-T KAP1 phos	-3%	-3%	5%	14%	2%	.	2%	-7%	.	25%

[21] O=C(CSCc1cccc(Br)c1)N1CCOCC1
[22] Cc1cccn2c(=O)nc(SCC(=O)N3CCOCC3)nc12
[23] COc1ccc(S(=O)(=O)N2CCCC2)cc1C(=O)N1CCOCC1
[24] COc1ccccc1Nc1ncc(C(=O)N2CCN(Cc3ccc(OC)c(OC)c3OC)CC2)c2ccccc12
[25] COc1ccccc1CNC(=O)c1ccc(S(=O)(=O)N(C)c2ccccc2)cc1
[26] CC(NCCO)C(=O)C12CC3CC(CC(C3)C1)C2 (stereo not drawn)
[27] Cc1nc2ccccc2cc1OCc1ccccc1
[28] CC1(C)Cc2c(c(-c3ccco3)nc3sc4c(NCCCO)ncnc4c23)CO1
[29] Nc1nonc1-n1nnc(C(=O)N/N=C/C2CC=CCC2)c1CSc1ccccc1 (stereo not drawn)
[30] COC(=O)c1ccc(NC(=O)CCN2CCOCC2)cc1

assay / compound	21	22	23	24	25	26	27	28	29	30
hERG WT inh	-3	-2	-16	3	26	2	1	2	1	-9
TSHR antag	-9	-2	1	-12	0	-1	-23	4	-9	24
TCR act	3%	1%	3%	13%	-5%	.	0%	2%	2%	-6%
Tb PFK block	-2%	-8%	8%	3%	-1%	-1%	4%	-23%	-3%	3%
BCR signal inh	0%	-2%	1%	?	4%	1%	7%	0%	1%	1%
Coupling enz	-3	.	2	0	.	0	-3	-3	2	1
GALK inh	3%	.	1%	0%	.	0%	-3%	.	1%	-4%
CXXC DNA block	-1%	.	17%	-2%	.	1%	-3%	-29%	3%	7%
Giardia killer	4	4	-29	6	-8	6	-4	-8	-16	3
A-T KAP1 phos	-5%	3%	1%	0%	4%	3%	2%	12%	-7%	33%

[31] O=C(CCCCCn1c(=S)[nH]c2ccc(N3CCOCC3)cc2c1=O)NCc1cccc(Cl)c1
[32] Cc1ccc(C(=O)NC(NCc2ccco2)C(Cl)(Cl)Cl)cc1 (stereo not drawn)
[33] Cc1noc(C)c1COC(=O)c1ccc2c(c1)OCO2
[34] CC1CCCN(c2ccc(/C=C(\C#N)c3nn(-c4ccccc4)c(N)c3C#N)cc2[N+](=O)[O-])C1 (stereo not drawn)
[35] O=C(COC(=O)C1(c2ccccc2F)CCCC1)NCc1ccc2c(c1)OCO2
[36] Cc1ccc(NC(=O)C(C)S)cc1 (stereo not drawn)
[37] N#Cc1ccccc1S(=O)(=O)N1CCN(c2nc(-c3cccnc3)nc3ccccc23)CC1
[38] O=CN1CCN(S(=O)(=O)c2ccc(Cl)c(C(=O)O)c2)CC1
[39] Cc1ccc(N2C(N)=C(C#N)C(c3cccs3)C3=C2CC(C)(C)CC3=O)cc1 (stereo not drawn)
[40] c1ccc(Oc2cc(-c3ccccc3)ncn2)cc1

assay / compound	31	32	33	34	35	36	37	38	39	40
hERG WT inh	7	4	-5	11	10	11	-2	-5	-2	3
TSHR antag	-12	2	0	-8	9	36	-16	-5	25	-3
TCR act	8%	-4%	-2%	-4%	-1%[46.1 µM]	-2%	2%	0%	2%	-2%
Tb PFK block	-4%	-1%	3%	-3%	1%	-17%	3%	2%	-2%	0%
BCR signal inh	-7%	2%	-2%	?	?	?	17%	-9%	?	10%
Coupling enz	2	0	7	.	0	-1	.	1	-8	0
GALK inh	-1%	1%	2%	-1%	-1%	4%	.	-2%	0%	-1%
CXXC DNA block	2%	1%	0%	6%	-1%	-5%	.	-1%	24%	2%
Giardia killer	12	-5	-23	18	-17	-1	3	2	-5	9
A-T KAP1 phos	3%	-1%	0%	2%	-4%	9%	0%	-1%	0%	5%

Two entries from above, in markdown.
| item | canonical_smiles | hERG WT inh | TSHR antag | TCR act | Tb PFK block | BCR signal inh | Coupling enz | GALK inh | CXXC DNA block | Giardia killer | A-T KAP1 phos |
| --- | --- | --- | --- | --- | --- | --- | --- | --- | --- | --- | --- |
| 34 | CC1CCCN(c2ccc(/C=C(\C#N)c3nn(-c4ccccc4)c(N)c3C#N)cc2[N+](=O)[O-])C1 (stereo not drawn) | 11 | -8 | -4% | -3% | ? | . | -1% | 6% | 18 | 2% |
| 35 | O=C(COC(=O)C1(c2ccccc2F)CCCC1)NCc1ccc2c(c1)OCO2 | 10 | 9 | -1%[46.1 µM] | 1% | ? | 0 | -1% | -1% | -17 | -4% |
